Bioassay records from PubChem BioAssay.
Tb MetRS inh = T. brucei MetRS inhibitors, primary screen, biochemical, luminescence. methionyl-tRNA synthetase (Trypanosoma brucei brucei). purified T. brucei MetRS, ATP depletion, Kinase-Glo luminescence. inhibition, % at 11.9 µM. actives 0.4% (n = 360,000). AID 624268, 2012;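 active = inhibition above a per-plate cutoff of the control wells' mean inhibition plus 3 SD, cut at about 5.5% in these data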;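 also: 0% = DMSO wells median and 100% = median of wells with control inhibitor compound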
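Material: T. brucei methionyl-tRNA synthetase, purified; reagent: substrates ATP, L-methionine and bulk Escherichia coli tRNA; dosing: 11.9 µM single point; timing: 15 min plus 2 h at 25 °C; detection: luminescence of leftover ATP; evaluation: % inhibition; control set: DMSO-only wells as low control; replicates: singlicate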
SUMO1-SIM PPI = modulators of SUMO1 protein-protein interactions, primary screen, biochemical, uHTS; AID 602429, 2012; inhibition, % at 20 µM; SUMO1 binding to a labelled peptide, TR-FRET, 1 h; actives 0.33% (n = 360,000); in the data active = inhibition above about 37%
LMPTP block = LMPTP phosphatase inhibitors, primary screen, biochemical, fluorescence intensity, uHTS; recombinant LMPTP-A, OMFP fluorogenic substrate; inhibition, % at 20 µM; actives 0.22% (n = 360,000); AID 651560, 2012;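 active = compounds that cut the enzyme signal by at least half of the control window in the single-dose screen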;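 also: plate controls were DMSO wells with enzyme plus substrate for no effect and substrate without enzyme for full effect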
Target sequence (P24666 whole entry, looked up): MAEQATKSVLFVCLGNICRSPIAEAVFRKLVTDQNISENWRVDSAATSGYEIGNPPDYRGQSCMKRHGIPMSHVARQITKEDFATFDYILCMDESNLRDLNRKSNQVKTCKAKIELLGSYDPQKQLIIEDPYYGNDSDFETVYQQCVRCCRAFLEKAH
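Assay system: LMPTP-A phosphatase enzyme | Input: 0.625 nM enzyme | Also added: Fluorogenic phosphatase substrate OMFP at 400 µM final | Compound dosing: One test concentration per compound, 20 µM, with 3% DMSO overall | Schedule: 50 min enzyme reaction at room temperature, protected from light | Signal: Fluorescence intensity | Benchmarks: no-enzyme and uninhibited controls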
MLLE-PAM2 inh = inhibitors of PABP1 MLLE–PAM2 peptide binding, primary screen, biochemical, fluorescence polarization, FITC-PAM2, GST-MLLE; Polyadenylate-binding protein 1 (Homo sapiens), P11940; inhibition, % at 20 µM; actives 0.36% (n = 360,000); in the data active = inhibition above about 35%, passing the limit was not always enough;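 also: plate controls were DMSO wells with GST-MLLE for no effect and wells lacking GST-MLLE protein for full effect; some results filed as inactive read as strong as hits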
CSN inh = inhibitors of CSN-mediated cullin deneddylation, primary screen, biochemical, fluorescence polarization, uHTS; actives 0.38% (n = 360,000); Purified CSN, SCF-Nedd8-OG deneddylation; inhibition, % at 12.5 µM;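 active = pattern-corrected inhibition above about 35%, with an unprinted fluorescence ratio check between 0.5 and 1.5, limit read from the data, passing the limit was not always enough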;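 also: 0% = enzyme with substrate and 100% = substrate without enzyme; some results filed as inactive read as strong as hits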
Target sequence (Q92905 whole entry, looked up, one chain of several): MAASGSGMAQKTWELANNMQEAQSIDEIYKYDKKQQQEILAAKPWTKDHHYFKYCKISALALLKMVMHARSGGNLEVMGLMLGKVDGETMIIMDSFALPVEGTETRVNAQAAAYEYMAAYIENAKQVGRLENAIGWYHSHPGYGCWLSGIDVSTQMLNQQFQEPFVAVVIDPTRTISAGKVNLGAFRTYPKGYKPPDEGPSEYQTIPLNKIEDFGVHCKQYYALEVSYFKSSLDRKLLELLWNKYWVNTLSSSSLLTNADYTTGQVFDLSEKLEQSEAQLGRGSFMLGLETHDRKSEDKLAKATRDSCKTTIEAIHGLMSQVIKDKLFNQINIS
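Material: purified human Csn5 enzyme expressed in HEK293T cells / Medium: Tris buffer pH 7.5, NaCl, DTT, Tween-20, trehalose, ovalbumin / Compound dosing: 12.5 µM single point / Schedule: 90 min incubation of compound, enzyme and substrate at room temperature / Signal: fluorescence polarization of the substrate / Control set: no-enzyme wells high, enzyme-with-substrate wells low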
DNMT1 inh = human DNMT1 methyltransferase inhibitors, primary screen, biochemical, molecular beacon, fluorescence, HinP1I cleavage, uHTS | inhibition (reported as % activation of signal), % at 10 µM | actives 0.83% (n = 360,000); in the data active = inhibition above about 50%
Rpn11 block = Rpn11 (PSMD14) deubiquitinase inhibitors, primary screen, biochemical, fluorescence polarization, uHTS; AID 588493, 2011; human 26S proteasome, Ub4-pepOG fluorescence polarization; 20S core pre-blocked with epoxomicin; calls only at 20 µM; actives 0.59% (n = 360,000); 26S proteasome non-ATPase regulatory subunit 14 (Homo sapiens), O00487;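 active = inhibition at 20 µM, scaled to each plate's controls, above about 33%, limit read from the data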
Target sequence (O00487 whole entry, looked up): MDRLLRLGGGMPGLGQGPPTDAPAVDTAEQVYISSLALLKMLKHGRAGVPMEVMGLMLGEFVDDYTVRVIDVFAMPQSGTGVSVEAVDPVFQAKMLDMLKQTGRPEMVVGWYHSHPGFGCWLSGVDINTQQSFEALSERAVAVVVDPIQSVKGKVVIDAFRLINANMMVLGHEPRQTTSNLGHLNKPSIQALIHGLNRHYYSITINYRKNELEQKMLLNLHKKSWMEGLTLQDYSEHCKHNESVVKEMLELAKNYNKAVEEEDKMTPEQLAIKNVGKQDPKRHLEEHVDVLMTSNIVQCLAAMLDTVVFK
Scp1 inh = Scp-1 phosphatase inhibitors, primary screen, biochemical, colorimetric, uHTS. actives 0.88% (n = 340,000). inhibition, % at 20 µM. Recombinant Scp1, phosphopeptide, malachite green phosphate absorbance;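 active = inhibition above about 50% at 20 µM, limit read from the data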;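 also: plate controls were DMSO wells with enzyme for no effect and wells lacking enzyme for full effect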
Target sequence (Q9GZU7 76-261 limits assumed): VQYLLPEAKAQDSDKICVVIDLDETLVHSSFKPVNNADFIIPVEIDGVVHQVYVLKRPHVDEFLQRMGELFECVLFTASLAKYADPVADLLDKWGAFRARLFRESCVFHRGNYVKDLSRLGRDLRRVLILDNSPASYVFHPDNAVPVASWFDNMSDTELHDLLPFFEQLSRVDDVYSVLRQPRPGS
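Test system: SCP-1 phosphatase catalytic domain, residues 76-261; measured by: colorimetric phosphate reagent with accelerator and stabiliser, absorbance at 630 nm; timing: enzyme reaction 45 min at room temperature, colour 5 min, stabilisation 30 min; also added: Phosphorylated 17-residue peptide substrate; compound dosing: one concentration, 20 µM, with 1.0% DMSO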
STEP inh = STEP phosphatase inhibitors, primary screen, biochemical, fluorescence intensity, uHTS. recombinant STEP, OMFP fluorogenic substrate. inhibition, % at 20 µM. actives 0.25% (n = 360,000);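 active = inhibition at 20 µM, scaled per plate between control wells, above about 37%, limit read from the data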;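 also: 0% = DMSO with enzyme and substrate and 100% = substrate only without enzyme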
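System: isolated STEP enzyme; schedule: 20 min enzyme reaction at room temperature, protected from light; medium: Bis-Tris buffer pH 6.0, 2.5 mM DTT, 0.005% Tween 20; signal: fluorescence, 480/540 nm; dosing: single compound dose of 20 µM, 1% DMSO final; also added: OMFP substrate, 25 µM final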
NadD inh = inhibitors of S. aureus NadD, primary screen, biochemical, colorimetric, uHTS | AID 602399, 2012 | actives 0.78% (n = 360,000) | inhibition, % at 20 µM | purified NadD enzyme, colorimetric absorbance read-out; in the data active = inhibition above about 26%; also: some compounds past the cut are filed as inactive
The depositor's hits bear a star; i = inactive; . = not tested or not shown.

Molecule	Tb MetRS inh	SUMO1-SIM PPI	LMPTP block	MLLE-PAM2 inh	CSN inh	DNMT1 inh	Rpn11 block	Scp1 inh	STEP inh	NadD inh
CCCCCOC(=O)C1=C(C)N(C)C(=O)NC1c1cc(Br)c(O)c(OC)c1 (centres undefined)	-1.0	3	-0.1	-13	-6	-4	i	-12	-16	-1
Cc1cc(-n2c(C)cc(C(=O)CSc3nnc4sc5ccccc5n34)c2C)no1	-0.3	0	-1.0	-71	0	-2	i	-3	-1	6
CN1CCN(C(=O)CCCN2C(=O)/C(=C/c3cccc(Br)c3)SC2=S)CC1	-0.6	-20	-7.4	12	3	-4	i	5	3	-6
CCSc1nc(=S)n(CC)c(C)c1C(C)=O	-0.4	3	-0.8	13	3	2	i	-4	0	-3
Cc1cc(C(F)(F)F)nc(SCC(=O)Nc2cc(C)on2)n1	-0.7	-1	-1.1	2	-3	4	i	-4	-2	-1
COc1ccc(NS(=O)(=O)c2ccc3c(c2)N(C(C)=O)CCO3)cc1	0.2	2	-2.1	-2	2	-1	i	2	-4	-8
CC1CCN(C(C(=O)NC2CCCCC2)c2cc3c(cc2[N+](=O)[O-])OCO3)CC1 (centres undefined)	0.1	1	-3.0	16	-5	4	i	-12	-2	-1
O=C(c1ccc2c3c(cccc13)CC2)C1CCCN(C(=O)c2ccc(=O)[nH]c2)C1 (centres undefined)	-0.1	-13	0.4	-5	10	-11	i	-4	1	11
CSc1ncc(CN2CCCC(C(=O)Nc3ccc(-c4ccco4)cc3)C2)cn1 (centres undefined)	-0.3	11	14	-20	9	24	i	-7	2	47*
S=c1[nH]nc(COc2ccccc2)n1-c1ccccc1	0.3	-1	-0.7	-14	3	0	i	-7	3	-1
COc1ccc2oc(C(=O)NN3C(C)CCCC3C)c(C)c2c1 (centres undefined)	0.1	3	0.5	6	-5	3	i	-3	-2	3
COc1ccc(-c2nn(-c3ccccc3)cc2C(=O)N(C)CC(=O)Nc2ccccc2Br)cc1	-0.2	-22	-7.6	13	-1	-15	i	-10	-5	-2
CC(=O)c1ccc(N2CCN(C(=S)NCc3ccco3)CC2)cc1	0.2	-1	0.3	-136	-1	-5	i	-1	3	1
Cc1noc(C)c1-c1ccc(C(=O)NCCN2CCOCC2)c2occc12	0.3	2	-2.5	-7	-1	2	i	.	-3	-1
CCOC(=S)N/C(=N\S(=O)(=O)c1ccccc1)c1ccccc1	0.3	1	1.2	16	1	-2	i	-1	4	4
Cc1ccc(SCc2nc(N)nc(Nc3ccccc3C)n2)cc1C	-0.4	6	1.6	5	-7	0	i	0	2	-1
COC(=O)c1cc(C)ccc1OCc1ccc([N+](=O)[O-])cc1	-0.8	2	9.0	-12	-2	5	i	3	4	-2
CCCNC(=O)c1c(N)n(-c2cccc(OC)c2)c2nc3ccccc3nc12	-0.3	-12	3.9	7	4	-20	i	-9	-5	0
COc1cccc(N2C(=O)C3CCCN3C2c2ccc(N(C)C)cc2)c1 (centres undefined)	-0.7	4	0.6	-5	1	-2	i	-12	-1	2
Cn1c(=O)c2ncn(CC(=O)NC3CCCCCC3)c2n(C)c1=O	-0.6	-3	-1.2	-112	2	3	i	17	0	6
COC(=O)[C@H](CC(C)C)NCc1cccc(CN[C@@H](CC(C)C)C(=O)OC)c1	0.1	1	-1.4	5	1	2	i	-4	-1	-9
O=C(Cc1ccccc1)NC(NC(=S)Nc1cc(Cl)ccc1Cl)C(Cl)(Cl)Cl (centres undefined)	-0.2	-1	-0.2	40	-2	12	i	-4	4	8
Cc1cccc(N(CC(=O)NC2CCCC2)C(=O)CCC(=O)Nc2cc(C)on2)c1	-0.1	0	-2.1	-10	0	2	i	-10	-2	0
Cc1cc(CNC(=O)c2ccc3oc(C(C)C)nc3c2)nn1C	-0.7	-4	-0.1	0	-1	2	i	-3	0	1

Nine structures out of the list, arranged by number of heavy atoms, largest number first:
Molecule	Tb MetRS inh	SUMO1-SIM PPI	LMPTP block	MLLE-PAM2 inh	CSN inh	DNMT1 inh	Rpn11 block	Scp1 inh	STEP inh	NadD inh
COc1ccc(-c2nn(-c3ccccc3)cc2C(=O)N(C)CC(=O)Nc2ccccc2Br)cc1	-0.2	-22	-7.6	13	-1	-15	i	-10	-5	-2
Cc1cccc(N(CC(=O)NC2CCCC2)C(=O)CCC(=O)Nc2cc(C)on2)c1	-0.1	0	-2.1	-10	0	2	i	-10	-2	0
CCCNC(=O)c1c(N)n(-c2cccc(OC)c2)c2nc3ccccc3nc12	-0.3	-12	3.9	7	4	-20	i	-9	-5	0
O=C(Cc1ccccc1)NC(NC(=S)Nc1cc(Cl)ccc1Cl)C(Cl)(Cl)Cl (centres undefined)	-0.2	-1	-0.2	40	-2	12	i	-4	4	8
COc1cccc(N2C(=O)C3CCCN3C2c2ccc(N(C)C)cc2)c1 (centres undefined)	-0.7	4	0.6	-5	1	-2	i	-12	-1	2
Cc1ccc(SCc2nc(N)nc(Nc3ccccc3C)n2)cc1C	-0.4	6	1.6	5	-7	0	i	0	2	-1
Cn1c(=O)c2ncn(CC(=O)NC3CCCCCC3)c2n(C)c1=O	-0.6	-3	-1.2	-112	2	3	i	17	0	6
CCOC(=S)N/C(=N\S(=O)(=O)c1ccccc1)c1ccccc1	0.3	1	1.2	16	1	-2	i	-1	4	4
COC(=O)c1cc(C)ccc1OCc1ccc([N+](=O)[O-])cc1	-0.8	2	9.0	-12	-2	5	i	3	4	-2

Going on with the list.
Molecule	Tb MetRS inh	SUMO1-SIM PPI	LMPTP block	MLLE-PAM2 inh	CSN inh	DNMT1 inh	Rpn11 block	Scp1 inh	STEP inh	NadD inh
CC1(C)CC(=O)C2=C(C1)OC(N)=C(C#N)C2Cc1ccccc1 (centres undefined)	0.1	0	-2.8	-16	-6	-2	i	-2	0	-2
CC1CCC(C(C)C)C(OC(=O)COC(=O)c2ccc(=O)[nH]c2)C1 (centres undefined)	-0.8	-1	0.8	-6	-1	-5	i	-5	1	-1
Cc1c(NC(=O)C(C)OC(=O)CNC(=O)c2ccccc2)c(=O)n(-c2ccccc2)n1C (centres undefined)	-0.1	12	-0.6	-8	0	4	i	-9	-2	4
CC12CC3CC(C)(C1)CC(C(O)CN1CCOCC1)(C3)C2 (centres undefined)	-0.3	2	-0.9	10	0	-5	i	-5	-6	-8
COC(=O)c1c(C)[nH]c(C(=O)COC(=O)CCNS(=O)(=O)c2cccc(C(F)(F)F)c2)c1C	-0.5	1	3.2	5	-2	5	i	-1	0	-11
Cc1ccc2nc(SCC(=O)c3ccc(Cl)s3)[nH]c2c1	1.4	-8	2.1	-77	1	-16	i	-1	-10	1
O=C1c2ccccc2-c2ccccc2NC1O (centres undefined)	-0.1	1	-1.7	-17	-2	0	i	.	2	-4
COc1ccc(CN2C(=O)CC(Cc3cc(C)cc(C)c3)C2=O)cc1OC (centres undefined)	-0.6	2	0.4	13	-8	1	i	-10	-2	-7
COc1ccc(C)cc1S(=O)(=O)N1CCCC(N2CCN(c3ccccc3)CC2)C1 (centres undefined)	-0.3	-9	-0.9	-1	2	2	i	.	1	0
CC(=O)Nc1ccc(S(=O)(=O)NCCSCc2ccc(Cl)cc2Cl)cc1	13*	2	2.5	3	2	-11	i	-5	-2	-7
O=C(CSc1nnc2ccccn12)Nc1ccccc1Cl	-0.2	2	0.1	7	5	-2	i	2	-3	0
COC(=O)c1[nH]c2c(c1C)C(=O)CC(c1ccc(OC)c(OC)c1)C2 (centres undefined)	-0.6	0	-5.7	-2	0	0	i	-10	-1	-10
Cc1ccc(C(=O)CCC(=O)NC2CCCC(C)C2C)cc1 (centres undefined)	0.2	6	-1.0	0	-4	0	i	-7	-2	1
COc1ccc(CCN(Cc2ccccn2)C(=S)Nc2cccc(C)c2)cc1OC	-1.1	1	-1.3	9	3	8	i	-6	-1	2
CCn1ncc(Br)c1C(=O)NC(C)c1ccccc1 (centres undefined)	-0.7	3	-1.2	-7	2	1	i	81*	-19	-5
CC(Nc1ccc(Br)cc1)C(=O)N/N=C/c1ccccc1OCc1ccccc1 (centres undefined)	-1.8	-3	4.1	5	-5	-14	i	3	1	22
COc1ccc(CCNC(=O)Nc2cc(F)c(F)cc2Cl)cc1OC	-0.4	5	1.1	-13	2	0	i	-10	0	0
Cc1ccc(NC(=O)O/N=C/c2ccc(F)cc2)cc1	-0.2	-3	-2.8	4	3	1	i	-2	2	-7
CC1(C)C(CC2OCC(CN3CCCCC3)O2)[C@H]2CC[C@@H]1C2 (some centres undefined)	-0.1	-8	-1.6	-13	2	0	i	-4	-1	-8
Cc1ccc(C(=O)NC(C(=O)OCc2cn3cc(Cl)ccc3n2)C(C)C)cc1 (centres undefined)	0.4	6	-0.5	3	3	1	i	-7	-1	-1
N#CC1=C(N)Oc2n[nH]c(-c3ccccc3)c2C1c1cccnc1 (centres undefined)	-0.2	-8	-1.1	5	-8	-6	i	2	0	-3
CC(C)CC(COCc1ccc([N+](=O)[O-])cc1)N1CCN(C(=O)c2ccc(C(F)(F)F)cc2)CCC1=O (centres undefined)	-0.5	-13	1.2	23	-2	-7	i	-6	3	2

NadD inh: hit marks shown above.
Molecule	Tb MetRS inh	SUMO1-SIM PPI	LMPTP block	MLLE-PAM2 inh	CSN inh	DNMT1 inh	Rpn11 block	Scp1 inh	STEP inh	NadD inh
CSc1ncc(CN2CCCC(C(=O)Nc3ccc(-c4ccco4)cc3)C2)cn1 (centres undefined)	-0.3	11	14	-20	9	24	i	-7	2	47*
